# Source: PubChem
# MEP2-GFP yeast = modulators of TOR pathway MEP2-GFP in S. cerevisiae; S. cerevisiae MEP2-GFP strain, flow cytometry GFP, 3 h; 100% = DMSO control level; GFP response vs DMSO, % at 10 µM; actives 0.51% (n = 330,000); AID 2016;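 active = GFP response versus DMSO above a set limit, roughly screen mean plus 3 SD, cut at about 180% in these data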;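 also: median GFP fluorescence of the barcode-gated MEP2-GFP cells per well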
# LAP4 TOR yeast = alters LAP4-GFP fluorescence in TOR pathway yeast screen | S. cerevisiae LAP4-GFP multiplex, flow cytometry GFP, 3 h; median GFP as percent of DMSO wells | GFP response vs DMSO, % at 10 µM | actives 0.34% (n = 320,000);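 active = GFP response vs DMSO above a set limit, about the screen mean plus 3 SD, cut at about 150% in these data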
# GASC-1 inh = blocks human GASC-1 demethylase activity; GST-JMJD2C(1-420) H3K9me3 demethylation, DELFIA europium; inhibition, % at 2.35 µM; actives 0.069% (n = 330,000);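 active = more than half of a compound's replicate wells show inhibition beyond 50%, single wells judged on their own value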;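 also: signal counts dimethyl H3K9 product captured on neutravidin plate; 0% = median of DMSO wells and 100% = 0.3 times that DMSO median; strong numbers were not always called active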
# Target sequence (Q9H3R0 1-420 limits assumed): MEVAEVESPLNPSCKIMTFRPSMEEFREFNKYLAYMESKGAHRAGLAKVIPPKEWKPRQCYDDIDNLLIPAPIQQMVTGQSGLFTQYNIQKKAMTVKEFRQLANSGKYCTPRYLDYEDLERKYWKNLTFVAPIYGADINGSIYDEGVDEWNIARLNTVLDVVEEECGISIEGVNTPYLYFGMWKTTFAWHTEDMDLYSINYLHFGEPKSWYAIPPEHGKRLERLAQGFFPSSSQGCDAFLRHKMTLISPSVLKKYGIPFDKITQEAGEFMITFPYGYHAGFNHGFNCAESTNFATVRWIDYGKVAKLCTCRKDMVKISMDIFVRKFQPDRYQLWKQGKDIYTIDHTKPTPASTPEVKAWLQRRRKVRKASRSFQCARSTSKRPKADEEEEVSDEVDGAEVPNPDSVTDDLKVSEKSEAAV
# AHR activator = activators of human aryl hydrocarbon receptor; P35869; AHR-responsive luciferase reporter cells, luminescence; activation, % at 5 µM; actives 2.5% (n = 320,000); AID 2796; in the data active = activation above about 47%;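 also: 0% = vehicle wells and 100% = reference agonist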
# proCasp7 act = activates human procaspase-7, counter-screen for procaspase-3 activators | recombinant procaspase-7, Ac-DEVD-pNA absorbance 405 nm; D23A/D198A/D206A triple mutant, cannot self-cleave; scale: DMSO 0, 5 µM enzyme 100 | P55210 | activation, % at 8.5 µM | actives 0.093% (n = 330,000);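 active = percent activation above the screen-wide mean plus 3 SD, cut at about 25% in these data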
# Target sequence (P55210 whole entry D23A/D198A/D206A): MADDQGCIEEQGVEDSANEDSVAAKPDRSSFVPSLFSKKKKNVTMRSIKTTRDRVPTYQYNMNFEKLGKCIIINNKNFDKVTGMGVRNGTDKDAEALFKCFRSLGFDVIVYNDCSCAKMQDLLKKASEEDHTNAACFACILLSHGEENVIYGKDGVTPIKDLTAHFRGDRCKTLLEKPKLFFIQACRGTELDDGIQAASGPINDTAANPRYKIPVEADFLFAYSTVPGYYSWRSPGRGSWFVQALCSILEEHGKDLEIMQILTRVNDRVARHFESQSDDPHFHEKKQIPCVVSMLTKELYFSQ
#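 Assay system: Uncleavable procaspase-7 mutant enzyme; Input: 2 µM procaspase-7 mutant as dispensed; Also added: DEVD-pNA substrate; Medium: Zinc-free HEPES pH 7.4 with 300 mM NaCl, 0.01% Triton X-100; Timing: 1 h compound preincubation, 2 h substrate cleavage, 25 °C; Measured by: Epi-absorbance of released pNA at 405 nm, two timepoints.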
# procasp3 activ = procaspase-3 (human) activation | recombinant procaspase-3 D3A, Ac-DEVD-pNA absorbance 405 nm | activation, % at 8.5 µM | actives 0.11% (n = 330,000) | AID 463141;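 active = activation above the mean of all tested compounds plus 3 SD, cut at about 21% in these data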;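 also: 0% = DMSO alone and 100% = DMSO wells spiked with extra 5 µM PC-3 D3A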
# Target sequence (P42574 whole entry D9A/D28A/D175A): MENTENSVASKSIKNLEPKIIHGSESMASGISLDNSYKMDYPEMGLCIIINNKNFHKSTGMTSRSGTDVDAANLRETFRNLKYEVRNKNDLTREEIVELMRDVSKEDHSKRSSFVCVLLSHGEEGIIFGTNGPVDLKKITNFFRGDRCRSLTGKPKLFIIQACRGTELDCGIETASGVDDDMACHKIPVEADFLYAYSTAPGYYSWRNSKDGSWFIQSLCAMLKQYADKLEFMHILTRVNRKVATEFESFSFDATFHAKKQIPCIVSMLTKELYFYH
#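 Test system: Procaspase-3 D3A mutant; medium: Zinc-free HEPES/NaCl buffer with 0.01% Triton X-100 at pH 7.4; reagent: DEVD-pNA substrate; doses: one concentration, 8.5 µM nominal, 0.8% DMSO; times: 1 h preincubation plus 2 h reaction at 25 °C; signal: Epi-absorbance at 405 nm of released p-nitroaniline, 0 and 120 min; replicates: singlicate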
# Yeast superoxide = caloric restriction mimetics inhibiting age-related superoxide in yeast; S. cerevisiae aged cells, superoxide DHE fluorescence; active compounds read low; superoxide response (% of plate mean), % at 10 µM; actives 0.18% (n = 330,000); AID 2690;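 active = superoxide response under a set limit, about three screen SD below normal, cut at about 65% in these data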;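 also: yeast aged for seven days with compound at 30 °C before DHE staining; 100% = average MFI of all compound-treated wells on the plate with controls excluded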
# RPL19A-GFP yeast = modulators of TOR pathway RPL19A-GFP in S. cerevisiae | percent response vs DMSO, % at 10 µM | actives 0.3% (n = 330,000) | S. cerevisiae RPL19A-GFP strain, flow cytometry, 3 h; active compounds read low;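 active = percent response vs DMSO below 50%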;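 also: median channel GFP fluorescence of the barcoded RPL19A-GFP strain; ratio of sample median GFP to plate DMSO average so 100% = DMSO; lower means less RPL19A-GFP as with rapamycin TOR inhibition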
# An asterisk follows results filed as active; / = not tested or not shown; [ ] = remark or other dose.
SMILES,MEP2-GFP yeast,LAP4 TOR yeast,GASC-1 inh,AHR activator,proCasp7 act,procasp3 activ,Yeast superoxide,RPL19A-GFP yeast
Cc1ccc2c(C)c(C(=O)Nc3ccc(S(=O)(=O)Nc4onc(C)c4C)cc3)oc2c1,103.1,107.3,7.8,-1.6,4.8,4.1,90.1,96.5
O=C(COc1ccccc1C(=O)NCc1ccccn1)Nc1ccc(Br)cc1,109.8,114.6,6.0,1.3,6.4,4.7,107.9,98.8
O=c1nc2ccccc2c(NS(=O)(=O)c2ccc(Cl)cc2)n1-c1ccccc1,107.2,102.2,5.3,46.1,6.2,1.0,106.5,101.4
O=C(O)CCC(=O)N(Cc1cccs1)Cc1cccs1,106.1,106.1,-2.7,0.6,-5.1,0.1,103.0,103.8
CC1CCCCC12NC(=O)N(CC(=O)NCCc1ccccn1)C2=O (stereo unspecified),105.1,100.1,34.0,1.4,4.2,0.2,90.1,106.8
COc1cccc(-c2cc(C(=O)N3CCc4ccccc4C3)[nH]n2)c1,93.1,93.2,-3.5,18.3,4.6,6.6,102.0,96.2
CNC(=O)n1cc(C)c(-c2cccs2)n1,92.5,94.5,-9.2,-0.2,7.6,9.7,96.5,95.3
COc1ccc(/C=C(\C#N)C(=O)Nc2cc(C)c(Cl)cc2OC)cc1O,109.0,98.7,-16.6,22.2,-4.6,-7.5,104.1,111.5
COCCn1c(C)cc(C(=O)COc2ccc(C)nc2[N+](=O)[O-])c1C,101.8,93.9,-0.7,-10.0,-42.3,-28.6,122.8,106.1
Cc1c(C(=O)O)sc2nc(/C=C/c3cccc(O)c3)[nH]c(=O)c12,94.3,96.3,22.2,0.4,-3.6,-2.4,98.4,103.0
CN(CC(=O)Nc1ccc(S(=O)(=O)N2CCCC2)cc1)CC(=O)Nc1cccc(F)c1,100.1,97.0,14.1,0.5,0.2,-2.4,116.0,89.1
Cc1ccc(CNC(=O)C2CCC(=O)N2CCc2ccccc2)cc1 (stereo unspecified),100.5,106.7,-1.2,3.6,8.7,-7.7,90.2,101.4
Clc1cccc2c1CCN(Cc1nc(-c3cnccn3)no1)C2,103.5,101.4,-0.6,8.2,1.9,4.2,98.5,96.5
Cc1cc(C)cc(C(=O)NCC(=O)N2CCN(c3cccc(Cl)c3)CC2)c1,106.6,108.6,3.7,10.3,-1.3,-6.2,90.6,103.7
O=C(NCc1cccs1)C1CCN(S(=O)(=O)N2CCCC2)CC1,100.8,100.7,14.3,-1.4,-3.1,-3.4,97.6,96.9
COc1ccc(C(=O)NNC(=O)Cc2ccc(Cl)cc2)cc1,99.0,92.9,-8.6,8.5,11.5,-1.0,109.6,102.7
CC1=C(C)/C(=N\OS(=O)(=O)c2ccc(C)cc2)C=CC1=O,85.8,244.0*,15.7,15.5,-26.9,-23.4,98.9,79.3
CCOC(=O)N1CCN(C(=O)Cn2cc3c(n2)CCCC3)CC1,109.1,102.6,-2.1,1.8,2.0,-0.2,98.9,99.5
COc1cccc(/C=N/N2CCN(c3ccc(Cl)cc3)CC2)c1OC,119.1,100.7,0.8,-3.1,-1.1,3.9,120.9,108.1
O=C(NC1CCCCC1)C(c1ccc(Cl)cc1)N1CCC2(CC1)OCCO2 (stereo unspecified),102.5,103.4,-4.7,1.5,1.3,-1.4,102.1,104.8
CC1(C)Oc2ccc3ccc(=O)oc3c2/C(=C/N)C1=O,99.0,84.6,6.7,-0.9,-0.9,-3.8,104.8,101.4
COc1cc(NC(=S)N2CCCC(CO)C2)c(OC)cc1Cl (stereo unspecified),95.2,88.7,4.0,0.9,-9.9,-19.3,93.9,89.5
OC(CN1CCOCC1)CN1CCOCC1,225.7*[may fluoresce violet],73.0[may fluoresce violet],-10.1,1.3,-3.0,6.5,107.5,63.8[may fluoresce violet]
Cc1ccc(NC(=O)c2ccccc2N(C)S(=O)(=O)c2ccccc2)c(C)c1,109.4,99.5,-4.6,12.9,6.1,4.5,106.5,100.8
COc1cccc(/C=N/n2cnnc2)c1OCc1ccccc1,101.4,96.7,-0.9,11.1,13.4,0.4,102.2,94.3
Cc1nn(CC(=O)NCc2ccc(Cl)cc2)c(C)c1[N+](=O)[O-],62.4,72.9,9.6,2.8,-8.3,-5.2,132.1,97.1
Cc1cccc(CCNC(=O)C2CCN(S(=O)(=O)c3cccc4nsnc34)CC2)c1,109.1,110.4,-0.2,0.6,1.4,2.3,97.1,102.7
CC(C)(C)NCC(O)COc1ccccc1C1CCCC1 (stereo unspecified),97.3,97.8,/,-0.4,-3.5,1.2,103.9,104.2
O=[N+]([O-])c1nn(-c2ccc(Cl)cc2)n(O)c1=NCc1ccccc1Cl,113.0,105.6,-5.2,-3.8,-7.4,-7.6,109.3,102.4
Cc1ccc(S(=O)(=O)N2CCC(C(=O)NCCc3ccc(S(N)(=O)=O)cc3)CC2)cc1,100.9,102.0,0.8,4.6,-1.6,8.4,122.0,99.3
CCOC(=O)C1(CCOc2ccccc2)CCN(Cc2cnc(C)s2)CC1,101.2,101.8,-0.1,2.9,7.2,2.3,107.8,108.9
Cc1ccc(NC(=O)COC(=O)c2ccc(-n3nc(C)cc3C)cc2)c(F)c1,95.8,100.2,-1.4,0.9,-8.2,8.8,95.5,99.1
Cc1ccc(CCC(=O)Nc2ncc(Cc3cc(Cl)ccc3Cl)s2)o1,100.3,104.7,-6.0,-0.5,-4.5,-1.8,98.3,101.7
CC1CCC2(CC1)NC(=O)N(CC(=O)NCCc1ccccc1)C2=O (stereo unspecified),93.5,88.4,3.7,0.0,5.5,5.3,109.2,98.2
Cc1cccc(NC(=S)NCc2ccc3c(c2)OCO3)c1C,107.3,100.2,-8.1,0.1,-1.6,6.6,88.8,108.6
Cn1nc(C(F)(F)F)cc1-c1ccc(/C=C(\C#N)C(=O)c2cccc(C(F)(F)F)c2)s1,109.3,116.8,-2.7,0.7,7.7,0.1,112.8,101.8
N#C/C(=C1/CCCCCN1)c1nc2ccccc2[nH]1,96.3,130.5,5.3,115.1*,1.2,-3.8,95.7,92.7
Cc1cccc(NC(=S)NC(=O)/C=C/c2ccccc2)n1,104.2,110.8,2.5,9.4,2.0,-0.1,85.1,100.2
CN(C)S(=O)(=O)c1cccc(NC(=O)/C=C/c2ccc(S(=O)(=O)N3CCOCC3)cc2)c1,111.4,106.1,-4.2,0.2,-0.7,5.8,106.0,108.4
COc1ccc(C(CC(=O)N2CCN(c3ccccc3)CC2)c2c(O)cc(OC)cc2OC)cc1 (stereo unspecified),/,/,-3.8,-0.1,5.6,8.6,/,/
Cc1ccc(C(=O)NC2CC3CCC(C2)N3Cc2ccco2)cc1 (stereo unspecified),105.2,100.1,2.5,9.6,8.1,-0.5,93.1,106.7
COCC(C)n1c(SCC(=O)N2CCCCC2)nc2ccccc2c1=O (stereo unspecified),103.2,101.0,-5.2,-1.1,-1.9,-0.7,106.3,100.3
O=C(NC1CCCCC1)c1ccc(CNc2nc(=S)[nH]c3ccccc23)cc1,104.7,104.1,-2.2,6.5,8.1,4.3,83.2,105.2
NNC(=O)COc1ccccc1[N+](=O)[O-],98.7,98.3,5.9,-0.7,4.7,6.0,95.6,96.6
O=c1cc(N2CCCCC2)c(-c2ccccc2)nn1Cc1ccccc1,92.4,88.7,0.2,-2.3,1.5,1.7,118.9,102.8
CCCCOCCCNC1=NCCCCC1,94.6,98.3,-128.1,-0.8,-0.4,5.7,104.1,97.0
COc1cc(/C=N/n2cnnc2)ccc1OS(=O)(=O)c1ccccc1[N+](=O)[O-],106.5,95.2,5.5,1.8,0.3,6.6,103.5,100.8
O=C(O)/C(=C/c1ccco1)NC(=O)c1ccccc1,102.6,102.2,-1.4,-0.1,-1.2,-2.5,95.4,102.0
O=C(CCn1c(=O)[nH]c2ccsc2c1=O)Nc1ccc(F)c(F)c1,73.2,76.9,-0.4,-11.1,-7.1,1.4,85.2,84.6
CCOC(=O)CC(NC(=O)c1ccco1)c1ccc(C)cc1 (stereo unspecified),104.4,94.3,3.7,-0.4,0.1,-2.8,104.5,105.0
CCN(C(=O)c1cc2c(=O)n3ccccc3nc2s1)C1CCCCC1,99.4,102.0,1.7,4.5,-3.5,-1.9,109.5,102.0
CC(NC(=O)c1ccc2c(c1)OCO2)C(c1cccs1)N1CCN(c2ccccc2)CC1 (stereo unspecified),95.4,107.3,-11.0,3.7,7.5,5.7,100.8,91.8
c1cncc(-c2nc(-c3cccs3)cs2)c1,89.5,86.5,-4.7,27.9,8.0,-2.9,113.7,90.6
CCC(C)(C)NC(=O)CN(C(=O)CCC(=O)Nc1nccs1)c1ccc(C)cc1,103.5,92.7,-23.7,-1.3,0.4,-4.0,95.7,101.1
CCC(=O)Nc1ccc(NC(=O)CSc2nnnn2-c2ccc3c(c2)OCCO3)cc1,101.2,100.5,4.6,4.9,3.8,11.4,105.1,102.2
Cc1ccc(C(=O)NNC(=S)NC(=O)COc2ccccc2)cc1,129.9,275.1*,-1.4,-7.1,-13.6,1.2,208.2,101.5
Cn1c(=O)c2c(nc(SCCCO)n2Cc2ccccc2Cl)n(C)c1=O,107.9,113.9,0.3,0.6,-3.3,-1.8,105.9,101.8
COc1ccc(-c2ccccc2)cc1NCc1ccccc1C,98.6,92.5,-10.0,18.4,-1.1,-3.3,107.4,103.9
COC(=O)Cn1c(O)c(N=NC(=O)c2ccc3c(c2)OCO3)c2ccccc21,98.3,91.3,8.1,10.6,15.7,4.8,81.0,95.0
COc1ccc(CN2CCC(n3nccc3NC(=O)C3CCCC3)CC2)c(OC)c1,86.1,70.0,-4.1,1.1,2.8,-1.7,101.6,99.5
# New compounds follow:
SMILES,MEP2-GFP yeast,LAP4 TOR yeast,GASC-1 inh,AHR activator,proCasp7 act,procasp3 activ,Yeast superoxide,RPL19A-GFP yeast
O=C(COC(=O)C1CCN(S(=O)(=O)c2ccc3c(c2)OCCO3)CC1)NC1CCCCC1,86.9,94.3,-1.7,-1.3,-3.6,1.4,94.1,93.3
C=CCn1c(SCc2nc3scc(-c4ccccc4)c3c(=O)[nH]2)nnc1-c1ccccc1F,97.9,94.2,2.0,1.9,-0.7,-1.8,105.2,95.3
CCOC(=O)Cc1csc(NC(=O)C(CC(C)C)NC(=O)C2CCCCC2)n1 (stereo unspecified),100.8,100.6,4.1,1.4,2.8,-4.1,80.5,98.1
CCOC(=O)Cc1csc(SCC(=O)N2CCN(c3ccccc3)CC2)n1,104.0,93.0,18.4,-0.7,-4.1,10.8,90.8,97.9

# Given with each value named: entries from further up
COc1cc(/C=N/n2cnnc2)ccc1OS(=O)(=O)c1ccccc1[N+](=O)[O-]
  MEP2-GFP yeast = 106.5
  LAP4 TOR yeast = 95.2
  GASC-1 inh = 5.5
  AHR activator = 1.8
  proCasp7 act = 0.3
  procasp3 activ = 6.6
  Yeast superoxide = 103.5
  RPL19A-GFP yeast = 100.8
O=C(O)/C(=C/c1ccco1)NC(=O)c1ccccc1
  MEP2-GFP yeast = 102.6
  LAP4 TOR yeast = 102.2
  GASC-1 inh = -1.4
  AHR activator = -0.1
  proCasp7 act = -1.2
  procasp3 activ = -2.5
  Yeast superoxide = 95.4
  RPL19A-GFP yeast = 102.0
O=C(CCn1c(=O)[nH]c2ccsc2c1=O)Nc1ccc(F)c(F)c1
  MEP2-GFP yeast = 73.2
  LAP4 TOR yeast = 76.9
  GASC-1 inh = -0.4
  AHR activator = -11.1
  proCasp7 act = -7.1
  procasp3 activ = 1.4
  Yeast superoxide = 85.2
  RPL19A-GFP yeast = 84.6
